Growth percent in the NCI-60 one-dose screen (48 h, 10 µM unless noted): 100 = growth as untreated, 0 = no growth, -100 = all killed.
TK-10: TK-10 renal cancer cells; hit rate 3.9% among 81,000
CAKI-1: CAKI-1 renal cancer | hit rate 4.7% among 75,000 | AID 1794772
UO-31: UO-31 renal cancer. hit rate 5.2% among 81,000. AID 1794768
NCI-H460: NCI-H460 lung cancer; hit rate 6.8% among 82,000; AID 1794736
786-0: 786-0 renal cancer cells. hit rate 5.1% among 81,000
NCI-H322M: NCI-H322M lung cancer; hit rate 2.7% among 80,000; AID 1794733
ACHN: ACHN renal cancer | hit rate 4.9% among 81,000
RXF 393: RXF 393 renal cancer cells; hit rate 6.9% among 77,000
NCI-H522: NCI-H522 lung cancer | hit rate 8% among 78,000
* marks the source's active call; other numbers are inactive results; . = not tested or not shown; & = joins results of further samples. The calls were made as follows: active = growth percent below 10; inactive = the rest.

Each structure is followed by: TK-10	CAKI-1	UO-31	NCI-H460	786-0	NCI-H322M	ACHN	RXF 393	NCI-H522
> CC(C)CNC(=O)c1ccccc1C(=O)NC1(C(=O)NCC(C)C)CCCC1
→ 114&111	98&91	86&84	113&108	99&107	106&112	104&102	130&113	96
> CCC(Br)(CC)C(=O)c1ccc(OCC(=O)O)c(Cl)c1Cl
→ 125	84	92	96	117	112	108	89	82
> CCOC(=O)C1=C(CC(O)c2ccc(OC)cc2OC)NC(=O)NC1c1ccccc1 (stereo not drawn)
→ 120	92	96	113	102	104	109	120	99
> C/C=N/NC(=O)OCC
→ 113	105	103	105	99	113	102	110	115
> CC/C=C\C[C@H](O)C/C=C1/C(=O)C=C[C@]1(C)C/C=C\CCCC(=O)OC
→ 84	101	91	112	94	94	109	117	84
> CN1CCN(c2ccc(Nc3nc(NCCCNC(=O)c4ccccc4)c4sccc4n3)cc2)CC1
→ 117	72	75	68	25	84	60	2.6*	91
> COc1cc(CO)cc(OC)c1OC
→ 103	95	96	107	101	119	102	111	105
> Cc1cccc2c1NC(=O)C2=O
→ 106	87	75	110	119	110	108	119	106
> CCOC(=O)C1=C(C)O/C(=C/C=C/c2ccccc2)C1=O
→ 106	99	91	103	104	114	104	99	99
> CC(=O)C(C)(CCC(=O)O)CCC(=O)O
→ 99	95	91	104	101	91	110	92	94
> O=C(Nc1ccc(OCc2ccc(F)cc2)cc1)Nc1ccc(Cl)c(C(F)(F)F)c1
→ 20	2.8*	7.5*	6.8*	14	22	15	-24*	-21*
> C=C1C(=O)O[C@H]2[C@H]1CC/C(Cn1cc(-c3cc(C)c(C)cc3C)nn1)=C\CC[C@@]1(C)O[C@@H]21
→ -99*	-94*	-98*	37	-78*	68	-87*	.	-64*
> Nc1ccccc1SCCO
→ 90	90	90	105	97	110	110	99	94
> CC(=O)N1CCN(c2cc3c(cc2F)c(=O)c(C(=O)NC2[C@H](O)OC(CO)[C@@H](O)[C@@H]2O)cn3C2CC2)CC1 (stereo partly drawn)
→ 96	94	94	106	103	106	111	122	94
> O=C1Nc2ccc(Cl)cc2/C1=N\c1nnc(-c2ccc(Cl)cc2)o1
→ 148	90	95	51	104	88	81	102	93
> C#CCOc1ccc(/C=N/Nc2nc(-c3ccccc3)cs2)cc1OC
→ 138	75	72	73	97	87	64	60	61
> O=C(O)c1ccc(-n2cc(CNc3cccc(Br)c3)c(-c3ccc(F)cc3)n2)cc1
→ 123	82	80	101	113	97	84	120	81
> NS(=O)(=O)c1cc2c(cc1Cl)NC(CC1CCCC1)NS2(=O)=O (stereo not drawn)
→ 101	89	91	103	105	105	100	102	94
> O=C1CCCc2ccccc21
→ 104	31	.	102	100	78	102	.	.
> Cc1ccc(CNc2ccc3nc(CCC4CCCCC4)[nH]c3c2)cc1
→ 55	36	24	58	52	92	48	36	10.0*

Copied from the list:
Cc1ccc(CNc2ccc3nc(CCC4CCCCC4)[nH]c3c2)cc1 in ACHN has 48
NS(=O)(=O)c1cc2c(cc1Cl)NC(CC1CCCC1)NS2(=O)=O (stereo not drawn) in 786-0 has 105

Returning to the listing with the two entries that preceded the break.
Each structure is followed by: TK-10	CAKI-1	UO-31	NCI-H460	786-0	NCI-H322M	ACHN	RXF 393	NCI-H522
> O=C1CCCc2ccccc21
→ 104	31	.	102	100	78	102	.	.
> Cc1ccc(CNc2ccc3nc(CCC4CCCCC4)[nH]c3c2)cc1
→ 55	36	24	58	52	92	48	36	10.0*
> c1ccc(-c2oc3ncnc(NCCNc4ncnc5oc(-c6ccccc6)c(-c6ccccc6)c45)c3c2-c2ccccc2)cc1
→ 98	.	74	106	92	102	103	86	66
> COc1ccccc1NCc1cccn1Cc1ccccc1
→ 114	100	83	116	98	98	103	.	103
> O=C(CC1Sc2ccccc2NC1=O)NNc1ccc(F)cc1 (stereo not drawn)
→ 121	69	48	93	78	87	56	.	71
> Cc1ccc(S(=O)(=O)N(CCCc2c(C)nc(N)[nH]c2=O)Cc2ccc([N+](=O)[O-])cc2)cc1
→ 92	85	93	102	97	94	100	87	95
> Cc1c(Cl)cccc1-n1cc(CN2C(=O)C3CCCN3C(=O)c3ccccc32)nn1 (stereo not drawn)
→ 110	93	79	102	101	107	98	104	98
> Cc1[nH]c(C2CC(c3ccc(C(F)(F)F)c(F)c3)=NN2c2ccc(Cl)cc2)c(C)c1C(=O)NCC(F)(F)F (stereo not drawn)
→ 108	85	60	99	92	93	94	84	88
> COc1ccc(Nc2nc(C)c(C(=O)/C=C/c3cccc(OC)c3)s2)cc1
→ 111	103	71	84	78	82	84	76	71
> O=C(NCCNc1nccc(-c2c(-c3cccc(F)c3)nc3sccn23)n1)c1ccc(Cl)cc1
→ 75	41	28	36	55	66	34	73	68
> O=C(c1cc(NCc2cc(O)ccc2O)ccc1O)N1CCOCC1
→ 100	95	90	104	94	100	100	116	76
> NC(=O)c1ccccc1Br
→ 103	101	82	.	102	108	101	115	106
> OC(C#Cc1ccccc1)c1ccccc1 (stereo not drawn)
→ .	101	93	101	102	104	105	97	.
> Cc1nn(-c2ccccc2)c(N(C)Cc2ccccc2)c1C1CC(c2ccc(F)cc2)=NN1c1cc(Cl)cc(Cl)c1 (stereo not drawn)
→ 105	.	92	98	99	98	98	110	.
> c1ccc(Nc2ccc(-c3ccc(Nc4ccccc4)cc3)cc2)cc1
→ 100	107	88	116	113	119	106	116	116
> CC1CN(Cc2ccco2)C(=O)NC1=O (stereo not drawn)
→ 89	78	81	104	96	100	89	84	87
> C#CCn1c(-c2ccc(OC)c(OC3CCCC3)c2)nc(-c2ccccc2)c1-c1ccccc1
→ 99	74	71	68	100	84	56	81	52
> O=C1c2ccccc2Cc2cc(O)ccc21
→ 106	96	85	110	105	89	100	108	90
> CC(=O)c1nc(Nc2ccc(C)cc2)sc1C
→ 120	88	82	104	98	-99*	102	96	87
> O=C(OCc1ccccc1)ON1C(=O)C2C3C=CC(C3)C2C1=O (stereo not drawn)
→ 165	131	91	107	113	188	104	113	89
> NC(=S)N/N=C\c1cccc(/C=N/NC(N)=S)c1
→ 105	95	89	100	102	108	98	93	107
> COc1ccc(C2c3ccc4ccccc4c3Oc3nc(N)c(C#N)c(N)c32)cc1OC (stereo not drawn)
→ 120	103	85	115	106	122	107	183	92
> C/C(=N\NC(=O)Nc1ccc(Cl)cc1)c1nnn(-c2ccc(Br)cc2)c1C
→ 117	88	87	101	99	101	106	98	99
> O=C(Nc1cc(-c2cccnc2)nc(NCCCN2CCOCC2)n1)c1cc(Br)cc(C(F)(F)F)c1
→ 65	62	42	56	52	58	76	53	60
> Cc1cc(C)n(C(=O)c2sc(=S)n(-c3ccccc3)c2N=[N+]=[N-])n1
→ 117	101	88	114	103	107	104	111	95
> CC(Oc1ccccc1-c1ccccc1)C(=O)O (stereo not drawn)
→ 104	113	.	111	.	125	104	121	.
> Oc1[nH]c2ccccc2c1/C=c1/ccc2c(c1)N=C(c1cccs1)N=2
→ 98	63	59	71	85	70	53	71	57
> O=C1C(=O)N(CCO)c2ccccc21
→ 103	88	81	107	103	102	99	109	96
> CC(=O)Nc1ccccc1-c1ccccc1[N+](=O)[O-]
→ 104	105	75	114	111	122	98	118	.
> Cc1c(COc2ccccc2-c2nnc(-c3ccncc3)o2)c(C)c(COc2ccccc2-c2nnc(-c3ccncc3)o2)c(C)c1COc1ccccc1-c1nnc(-c2ccncc2)o1
→ 95	94	92	105	108	101	107	112	81
> O=C(C1CC1)N1CCN(Cn2sc3ccccc3c2=O)CC1
→ 102	113	96	103	94	104	107	107	46
> C/C(=N\NC(N)=S)C(C)(C)O
→ 126	90	69	104	96	104	90	96	109
> Cc1[nH]c2ncnc(Nc3ccc(NC(=O)Nc4cccc(Br)c4)c(F)c3)c2c1C
→ 135	99	81	104	113	101	99	113	94
> NS(=O)(=O)c1ccc(CCn2c(SCc3ccc([N+](=O)[O-])cc3)nc3ccccc3c2=O)cc1
→ 85	65	52	42	71	87	74	99	67
> Cc1ccc(/C=N/NC(=O)c2ccc(S(C)(=O)=O)cc2)cc1
→ 94	75	88	98	96	100	103	99	46
> Nc1cc(Nc2ccc(S(N)(=O)=O)cc2)ncn1
→ 104	100	111	118	105	120	91	137	95
> CCN(CC)CCCC(C)N=c1cc(Nc2cc(=NC(C)CCCN(CC)CC)c3cc(OC)ccc3o2)oc2ccc(OC)cc12 (stereo not drawn)
→ -50*	-40*	-89*	-39*	-7.3*	-38*	-14*	-68*	-79*
> CCOc1cc(S(=O)(=O)O)cc2cc(S(=O)(=O)O)cc(O)c12
→ 92	.	85	116	104	100	110	114	92
> COc1ccc(COc2ccc(/C=C3\C(=O)Nc4ccc(Cl)cc43)cc2)cc1
→ 94	91	89	102	99	97	105	123	89
> C#CCOc1cc(/C=N/Nc2nc(-c3ccc(C)cc3)cs2)ccc1O
→ 96	79	75	89	94	94	89	119	71
> CC(=O)NNCc1ccccc1
→ .	99	102	110	106	115	94	120	.
> COc1ccc(/C=N/NC(=O)c2c(Nc3ccccc3)nn(CC(O)c3ccccc3)c2N)cc1Oc1ccccc1 (stereo not drawn)
→ 86	89	65	90	100	88	84	81	92
> O=C(CCl)NCCNc1nccc(Nc2ccc(S(=O)(=O)Nc3ccccn3)cc2)n1
→ 50	10	47	2.9*	-34*	56	26	37	-64*
> C=CC[Si](CC=C)(CC=C)OCC
→ 116	99	89	109	90	101	109	110	90
> O=C1CNC(c2ccc([N+](=O)[O-])cc2)N1O (stereo not drawn)
→ 87	97	73	104	94	90	107	113	96
> CCOC(=O)c1c(N2CCN(C)CC2)[nH]c(=O)c(C=Nc2ccc(Cl)cc2)c1O
→ 134	57	79	87	81	107	66	92	64
> COc1ccc(/C=C2/N=C(NNC(=O)c3ccccn3)N(c3ccccc3)C2=O)cc1
→ 163	86	61	98	108	100	100	94	88
> COc1cc(-c2nc(-c3ccccc3)[nH]c2-c2ccnc(NCCCNS(=O)(=O)c3ccc(C)cc3)n2)ccc1Cl
→ 92	47	58	64	76	87	56	77	57
> O=C(CSc1nnc(-c2ccncc2)o1)N/N=C/c1ccc(Cl)cc1
→ 104	94	95	110	99	101	107	113	100
> CCCCCCCCSC(=N)N
→ 87&86	90&85	78&70	106&107	72&102	92&90	96&106	101&100	75&91
> CCOC(=O)Cc1csc(NC(=O)c2cccnc2)n1
→ 114	95	89	106	97	97	102	122	92
> NCCCNc1nc(-c2ccccn2)nc2sc3c(c12)CCCCC3
→ 121	85	84	95	99	84	104	89	121
> O=C(O)c1cn(C2CC2)c2cc(N3CCN(Cc4nc5c(cnn5-c5ccccc5)c(=O)[nH]4)CC3)c(F)cc2c1=O
→ 114	99	70	108	94	103	102	103	89
> CCCCn1c(C)nc2cc(Nc3nc(N4CCCCC4)nc4nc[nH]c34)ccc21
→ 57	31	28	66	49	82	37	22	53
> COc1ccc(C(=O)/C=C/c2c(Cl)nc3c(c(C)nn3-c3ccccc3)c2-c2ccc(Cl)cc2)cc1
→ 101	89	86	110	100	96	101	111	117
> CC1(C)CNC(=O)N1
→ 98	97	88	106	94	109	110	108	84
> Cc1cc(=O)n(C(=S)Nc2cccc(Cl)c2)c2cc(O)ccc12
→ 124	89	79	104	106	92	99	112	93
> C/C(=C\CCc1ccoc1)CC/C=C(\C)CCCc1ccoc1
→ 111	97	75	104	102	93	103	97	.
> CCCn1c(=O)[nH]c2c(c1=O)C(c1ccc(F)cc1)c1c([nH]c(=O)n(CCC)c1=O)N2
→ 96	93	93	108	96	106	98	110	75
> N#Cc1c(N2CCCCC2)nc2c(c1C#N)CCc1ccccc1-2
→ 104	104	97	103	105	90	96	101	99
> COC(=O)CCCCC1=CCC2C(=O)C=C(O)C2C1 (stereo not drawn)
→ 96	.	90	105	100	92	99	103	.
> Clc1ccc2c(c1)C[C@H]1C[C@@H](c3ccc(Br)s3)N2O1
→ 81	98	90	104	20	84	108	106	84

Part of the list above, as labelled records:
> COC(=O)CCCCC1=CCC2C(=O)C=C(O)C2C1 (stereo not drawn)
  TK-10 = 96 | CAKI-1 = . | UO-31 = 90 | NCI-H460 = 105 | 786-0 = 100 | NCI-H322M = 92 | ACHN = 99 | RXF 393 = 103 | NCI-H522 = .
> C/C(=C\CCc1ccoc1)CC/C=C(\C)CCCc1ccoc1
  TK-10 = 111 | CAKI-1 = 97 | UO-31 = 75 | NCI-H460 = 104 | 786-0 = 102 | NCI-H322M = 93 | ACHN = 103 | RXF 393 = 97 | NCI-H522 = .
> CCCCn1c(C)nc2cc(Nc3nc(N4CCCCC4)nc4nc[nH]c34)ccc21
  TK-10 = 57 | CAKI-1 = 31 | UO-31 = 28 | NCI-H460 = 66 | 786-0 = 49 | NCI-H322M = 82 | ACHN = 37 | RXF 393 = 22 | NCI-H522 = 53
> COc1cc(-c2nc(-c3ccccc3)[nH]c2-c2ccnc(NCCCNS(=O)(=O)c3ccc(C)cc3)n2)ccc1Cl
  TK-10 = 92 | CAKI-1 = 47 | UO-31 = 58 | NCI-H460 = 64 | 786-0 = 76 | NCI-H322M = 87 | ACHN = 56 | RXF 393 = 77 | NCI-H522 = 57

(listing goes on)
Each structure is followed by: TK-10	CAKI-1	UO-31	NCI-H460	786-0	NCI-H322M	ACHN	RXF 393	NCI-H522
> N#CC1C(=O)NC(c2ccccc2)=CC1c1ccccc1 (stereo not drawn)
→ 107	94	87	109	104	101	97	124	78
> COC(=O)[C@H](Cc1c[nH]c2ccccc12)NC(=O)CCCCOc1cc(O)c2c(=O)cc(-c3ccccc3)oc2c1
→ 137	95	81	104	81	108	106	.	88
> CC(Cl)C(Cl)(Cl)C(O)NC(=O)CCl (stereo not drawn)
→ 104	90	93	98	98	96	92	63	99
> CCCCOCC(=O)NC(NP(=O)(N(C)C)N(C)C)C(Cl)(Cl)Cl (stereo not drawn)
→ 134	92	92	110	92	127	143	130	107
> Cc1c(OCC(F)(F)F)ccnc1CNc1ccc(C2=CC(c3ccc(Cl)cc3)N=C(N)N2)cc1 (stereo not drawn)
→ 91	87	73	96	88	96	101	115	75
> O=C1N=c2ccccc2=C1c1sc(N2CCCCC2)nc1O
→ 120	81	64	97	103	83	84	92	100
